Epigenetic reg: derepresses silenced GFP reporter in murine cells. Potency, µM (titrated, usually from 53.9 µM), without a hit: at the top dose GFP activation, hits mostly activators. AID 1865. hit rate 0.2% among 280,000. murine LDR cells, GFP reporter derepression, 30 h; further: % of control where 0% means no effect; nearly all actives have a fitted effect of over 60% in size
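In this reporter-derepression format, murine cells bearing a silenced integrated CMV-GFP locus incubate with test compound (30 h, 37 C), then are washed and imaged; fluorescent objects of 20–120 um count as induced cells.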
RGS12 GoLoco inh: RGS12 GoLoco-Gai1 interaction inhibition; Gai1:RGS12 GoLoco peptide FP, rhodamine, 10 min; P63096; AID 880; hit rate 0.44% among 230,000; Potency, µM (highest dose often 61.6 µM), without a hit: top-dose activity, negative = inhibition, hits mostly inhibitors; active means well fitted inhibition curve with a large enough effect, not every such curve was filed as active; inactive means no such curve, though single readings can be large or run the other way; further: on the % scale 0 is the no-effect control and ±100 the full control effect; nearly all actives have a fitted effect of over 30% in size; many of its hits are not listed in these tables
RECQ1 inh: inhibitors of human RECQ1 DNA helicase | P46063 | RECQ1 DNA unwinding, red fluorescence kinetic read | Potency, µM (top dose mostly 57.3 µM), without a hit: top-dose activity, negative = inhibition, actives largely listed as inhibitors | hit rate 0.54% among 240,000 | AID 2549;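 further: plate controls were vehicle for no effect and no enzyme for full effect; nearly all actives have a fitted effect of over 30% in size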
Target sequence (P46063 whole entry, looked up): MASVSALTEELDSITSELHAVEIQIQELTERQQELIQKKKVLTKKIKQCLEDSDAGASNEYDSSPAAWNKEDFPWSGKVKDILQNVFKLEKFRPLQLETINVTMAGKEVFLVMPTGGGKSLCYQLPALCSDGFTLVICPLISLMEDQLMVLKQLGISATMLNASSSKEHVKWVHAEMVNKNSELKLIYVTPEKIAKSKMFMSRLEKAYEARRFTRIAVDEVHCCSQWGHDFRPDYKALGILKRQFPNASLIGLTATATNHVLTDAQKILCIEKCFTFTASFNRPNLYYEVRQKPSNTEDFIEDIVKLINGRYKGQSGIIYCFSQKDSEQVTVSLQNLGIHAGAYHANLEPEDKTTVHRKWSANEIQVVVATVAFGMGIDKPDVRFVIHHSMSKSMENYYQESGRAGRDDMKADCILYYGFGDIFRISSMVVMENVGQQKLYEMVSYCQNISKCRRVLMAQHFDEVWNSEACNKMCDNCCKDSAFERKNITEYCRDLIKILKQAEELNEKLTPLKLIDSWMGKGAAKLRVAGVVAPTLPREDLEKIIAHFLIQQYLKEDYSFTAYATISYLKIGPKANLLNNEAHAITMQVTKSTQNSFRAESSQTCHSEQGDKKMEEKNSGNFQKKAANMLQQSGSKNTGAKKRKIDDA
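50 nM RECQ1T1 preincubated 15 min with compound in Tris pH 8.0 buffer with MgCl2, DTT, Tween-20 and 2.5 ug/ml poly(dI-dC); started with 200 nM TAMRA/BHQ-2 forked duplex and 2 mM ATP. Unwinding read as fluorescence (525/598 nm), two reads 2 h apart.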
KinaseGlo FLuc: Kinase-Glo luciferase inhibition (counter-screen); hit rate 0.28% among 200,000; Potency, µM (doses to about 38.3 µM), without a hit: top-dose activity change, negative = inhibition, usual class: inhibitors; Kinase-Glo luciferase, ATP luminescence, 8 min; further: on the % scale 0 is the no-effect control and ±100 the full control effect; nearly all actives have a fitted effect of over 60% in size
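Kinase-Glo luciferase light output from ATP and luciferin was measured with 10 uM ATP, within the enzyme's linear range. Buffer: 50 mM imidazole pH 7.2, 50 mM KCl, 7 mM MgCl2, 0.01% Tween 20, 0.05% BSA; luminescence read after 8 min at ambient temperature.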
IMPase Li inh: cell-permeable IMPase inhibitors with lithium potentiation; CHO-M1 cells, IP1 TR-FRET (IP-One), carbachol + lithium; Potency, µM (titrated, usually from 59.4 µM), for inactives: top-dose activity, negative = IMPase inhibition, actives largely listed as inhibitors; hit rate 0.35% among 210,000; AID 1457;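 further: IP1 builds up when IMPase is blocked and the TR-FRET signal falls; plate controls were basal vehicle for no effect and high inhibitor control for full effect; nearly all actives have a fitted effect of over 50% in size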
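IP1 accumulation measured by competitive TR-FRET in lysed CHO-M1 cells after 30 min compound exposure at 37C, with a small lithium addition to potentiate weak responses. Hill-equation AC50 from ratio and donor-channel data.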
SMN2 splice up: SMN2 splice variant enhancement | HEK293 SMN2-luciferase splicing reporter, luminescence, 30-36 h | Potency, µM (highest dose often 46.1 µM), without a hit: top-dose activity change, positive = activation, most hits filed as activators | hit rate 2.8% among 210,000; further: % of control where 0% means no effect; nearly all actives have a fitted effect of over 55% in size
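HEK293 cells carry an SMN2 minigene-luciferase reporter in which exon 7 inclusion puts luciferase in frame. Cells were seeded at 2000 cells/well, attached for 10-12 hours, then exposed to compounds for 30-36 hours at 37C before ONE-Glo luminescence.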
NPSR antag: neuropeptide S receptor (human) antagonism, cAMP. Potency, µM (highest dose often 38.3 µM), without a hit: top-dose activity change, negative = inhibition, actives largely listed as inhibitors. CHO-NPSR cells, cAMP TR-FRET, antagonist mode. hit rate 1% among 220,000. Q6W5P4; further: on the % scale 0 is the no-effect control and ±100 the full control effect; nearly all actives have a fitted effect of over 50% in size; many of its hits are not listed in these tables
KDM4E inh: inhibitors of human JMJD2E histone demethylase. JMJD2E catalytic domain, FDH-coupled NADH fluorescence (FDH is formaldehyde dehydrogenase). Potency, µM (titrated, usually from 57.1 µM), for the others: at the top dose activity change, negative = inhibition, usual class: inhibitors. hit rate 1.6% among 230,000; active means well fitted inhibition curve with a large enough effect, not every such curve was filed as active; inconclusive means small, poorly fitted or top-dose-only effect, or another doubt; inactive means no such curve, though single readings can be large or run the other way;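 further: 0% = wells with enzyme and -100% = buffer wells without enzyme; nearly all actives have a fitted effect of over 50% in size; many of its hits are not listed in these tables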
Target sequence (B2RXH2 1-337 limits assumed): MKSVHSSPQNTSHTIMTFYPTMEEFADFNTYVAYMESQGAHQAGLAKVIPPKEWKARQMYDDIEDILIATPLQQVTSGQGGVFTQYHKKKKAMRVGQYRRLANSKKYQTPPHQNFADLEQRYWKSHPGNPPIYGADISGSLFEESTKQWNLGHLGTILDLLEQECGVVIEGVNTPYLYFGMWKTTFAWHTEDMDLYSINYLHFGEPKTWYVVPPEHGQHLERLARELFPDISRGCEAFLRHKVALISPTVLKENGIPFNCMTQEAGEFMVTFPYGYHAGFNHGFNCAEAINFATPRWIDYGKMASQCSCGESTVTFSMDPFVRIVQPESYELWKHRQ
* = called active by the depositor; i = inactive; ? = inconclusive; nt = not tested or not shown; [ ] = dose if it differs, or a comment. Unless noted, the call rests on the fitted dose curve; in most records, active means well fitted curve in the direction sought with a large enough effect; inconclusive means small, poorly fitted or top-dose-only effect, or another doubt; inactive means no such curve, though single readings can be large; an effect the other way counts as inactive or inconclusive. Potency means the concentration at half of the fitted maximal effect.

molecule	Epigenetic reg	RGS12 GoLoco inh	RECQ1 inh	KinaseGlo FLuc	IMPase Li inh	SMN2 splice up	NPSR antag	KDM4E inh
O=C(NO)c1ccccc1	nt	28.2µM*	-16.1%	nt	15.1%	-18.6%	nt	nt
N#C/C(=C(/O)c1cccs1)c1nnc2n1CCCCC2	11.1%	4.7%	10.6%	-0.3%	3.8%	7.0%	5.3%	-3.0%
CCOC(=O)c1c(-c2ccccc2)nc2ccccn12	0.0%	-2.3%	-1.3%	-3.7%	0.2%[38.3 µM]	-36.8%[inhibitor]	3.7%[46.1 µM]	-5.2%
Cc1ccc(N(Cc2cc(=O)[nH]c3ccccc23)C(=O)C(C)C)cc1	0.0%	-1.4%	-3.4%	nt	nt	nt	-11.3%	-21.0%
O=C(NCc1ccccc1)C1=C[C@@H](c2csc3ccccc23)C[C@@H](OCc2ccc(CO)cc2)O1	4.5%	8.0%	-6.4%	nt	5.9%	nt	?	-3.1%
CC1(C)Cc2ccccc2-c2nnnn21	0.0%	4.2%	-13.8%	-9.8%	22.6%[38.3 µM]	?	-13.6%[46.1 µM]	9.6%
COc1cccc(/C=C/c2ccc3ccccc3n2)c1OC(C)=O	-0.1%	-3.7%	-11.2%	nt	4.7%	nt	36.3%	?
CCN1CCCC1CNC(=O)c1cc2c(-c3cccc(OC)c3)nn(C)c2s1 (stereo not given)	-0.8%	23.6%	25.7%	-5.4%	10.1%[38.3 µM]	-3.6%	4.4%[46.1 µM]	?
CCn1c(C(=O)N2CCC(C(=O)N3CCN(c4ccccn4)CC3)CC2)cc2sccc21	-0.8%	-1.8%	-3.7%	2.9%	37.3%[38.3 µM]	-59.8%[inhibitor]	-2.7%[46.1 µM]	?
COc1ccccc1C(OC(=O)c1cccs1)C(=O)NCc1ccco1 (stereo not given)	?	4.2%	-4.3%	-3.7%	-13.7%[38.3 µM]	-3.2%	-12.4%[7.67 µM]	-8.1%
CC(Sc1ncc(C(F)(F)F)cc1Cl)C(=O)NC(N)=O (stereo not given)	0.0%	6.8%	-5.6%	1.2%	4.7%	-1.4%	-4.3%	-8.3%
O=C(COc1ccc(/C=N/NS(=O)(=O)c2ccccc2)cc1)N1CCOCC1	-1.2%	53.8%[activator]	-1.5%	-1.5%	4.3%	21.2%	12.3%	-3.0%
O=C1CSC(=S)N1/N=C/c1ccc(O)c(O)c1O	-5.5%	80.9%[activator]	2.24µM*	nt	nt	nt	-2.4%	2.24µM*
N#C/C(=C\c1ccc[nH]1)C(=O)N1CCCCC1	-0.2%	6.6%	10.6%	nt	nt	nt	-3.8%	-6.1%
CC(C)Cn1c(SCC(=O)N2CCN(S(=O)(=O)c3ccccc3)CC2)nc2ccccc21	0.0%	0.8%	-2.7%	-3.8%	7.5%[38.3 µM]	-9.8%	5.6%[7.67 µM]	-10.6%
O=c1c2ccccc2nnn1Cc1ccc(Br)cc1	-1.2%	5.5%	i	-4.0%	6.1%	8.3%	-11.0%	2.2%
CCSc1ccccc1C(=O)N1CCN(c2ccc([N+](=O)[O-])cc2)CC1	-11.2%	-5.7%	i	0.9%	15.8%	-32.1%[inhibitor]	-29.9%	-10.8%
CCC(C)(C)NC(=O)c1ccccc1Oc1ccccc1	-4.9%	-20.4%	i	0.2%	-4.7%	-3.9%	?	2.9%
CCOc1cc(NC(=S)NCCCOC)c(OCC)cc1NC(=O)c1cccs1	8.3%	-7.1%	-9.3%	0.6%	-5.1%	4.3%	-7.2%	-5.1%
O=C(CCC1CCCCC1)Nc1ncn[nH]1	0.0%	1.1%	-5.7%	-1.0%	-4.0%[38.3 µM]	-13.8%	-6.1%[46.1 µM]	0.9%
COc1ccccc1NC(=O)C1=C(C)NC(SCC(=O)Nc2ccc(C(=O)O)cc2)=C(C#N)C1c1cccs1 (stereo not given)	6.2%	-7.5%	4.5%	nt	nt	nt	-1.0%	-12.3%
COc1ccccc1NC(=O)CCN1CC(C)OC(C)C1 (stereo not given)	0.0%	-17.8%	i	-6.0%	-10.6%	5.8%	-9.2%[46.1 µM]	-0.8%
CCCCC(=O)OCCNC(=O)c1cc2ccccc2oc1=O	0.0%	5.2%	-1.1%	0.3%	24.3%[38.3 µM]	20.5%	-10.9%[46.1 µM]	?
COc1ccc(C(=O)/C(=C/c2cccs2)c2nc3ccccc3o2)cc1	3.1%	-9.7%	7.9%	-1.2%	40.8%[activator][38.3 µM]	-71.8%[inhibitor]	?	-3.6%
CCOC(=O)c1c(N)c(C#N)c2n1CCCCC2	0.0%	7.9%	-2.8%	1.0%	13.2%[38.3 µM]	10.2%	1.5%[46.1 µM]	4.2%
O=S1(=O)CCC(NC(=S)N2CCCCCC2)C1 (stereo not given)	2.0%	0.4%	2.4%	4.5%	0.2%	-1.4%	17.3%	1.1%
Cc1cc(NC(=O)CSc2nnc(-c3cccnc3)n2Cc2ccccc2)no1	-4.8%	6.1%	-2.7%	3.1%	-1.8%	1.6%	0.9%	7.6%
O=[N+]([O-])c1cccc(Cl)c1NCCNc1ncc(C(F)(F)F)cc1Cl	0.0%	-7.7%	-11.7%	-1.6%	10.8%[38.3 µM]	-9.1%	-15.7%[46.1 µM]	-6.8%
O=C(CCN1CCC(c2ccccc2)C1)c1ccccc1 (stereo not given)	6.0%	-2.2%	i	-4.8%	9.8%[38.3 µM]	-12.2%	-1.7%[46.1 µM]	-5.0%
CNC(=O)CC12CC3CC(CC(C3)C1)C2	-0.2%	6.4%	-7.3%	6.0%	15.8%[38.3 µM]	-6.7%	-5.9%[46.1 µM]	7.0%
Cc1ccc(C)c(N2CCN(c3nc4ccccc4c(=O)n3Cc3ccccc3)CC2)c1	0.0%	-0.5%	-4.0%	1.0%	13.9%[38.3 µM]	-21.1%	-5.3%[46.1 µM]	5.6%
FCCCOc1ccc(-c2ccnc3ncnn23)cc1	-1.3%	-3.2%	i	1.0%	-6.8%	18.0%	3.9%	?
O=C(NN1CCN(Cc2ccccc2Cl)CC1)c1ccc(Br)cc1	-1.5%	1.6%	-0.1%	1.4%	12.7%	-11.3%	4.3%	3.3%
CC1CCCCC1NC(=O)c1cc2ccccc2o1 (stereo not given)	-1.3%	5.0%	-8.1%	-2.3%	2.7%	-6.6%	-10.0%	1.4%
CCOC(=O)c1ccc(NC(=O)COc2ccccc2CNCCO)cc1	-1.1%	-6.7%	i	-0.7%	4.6%	-12.3%	-3.0%	8.0%
CCOc1ccc2nc(NC(=O)C(CC)Sc3nc(C)cc(=O)[nH]3)sc2c1 (stereo not given)	0.3%	2.4%	4.2%	0.3%	14.2%[38.3 µM]	35.7%	0.4%[46.1 µM]	7.7%
O=[N+]([O-])c1ccc(O)c(C=Nc2ccc3oc(Cc4ccc(Cl)cc4)nc3c2)c1	0.0%	9.3%	i	-2.0%	-1.2%	15.7%	-8.0%	?
CC(=O)/C(=C(/O)c1ccccc1)c1nc2ccccc2[nH]1	-0.3%	3.0%	-7.2%	-0.5%	5.0%	21.6%	7.8%	-2.2%
CCN(CC)C(=O)CSc1ncnc2sccc12	0.0%	2.8%	i	-1.5%	-0.6%	-1.7%	-2.8%	4.1%
CC(=O)/C(=N/Nc1ccccc1C)N1CCOCC1	5.4%	9.4%	-2.3%	-1.9%	14.2%[38.3 µM]	-5.8%	7.0%[46.1 µM]	1.4%
CC(C)N(C1=CC(=O)OC12CCCCC2)C(C)C	0.1%	2.8%	-10.5%	nt	nt	nt	16.6%	-1.5%
Cc1nonc1CN(C)C(=O)c1ccc(OC2CCN(Cc3ccccn3)CC2)cc1	-7.4%	14.0%	-8.0%	6.2%	14.7%	nt	-1.5%	-0.7%
Fc1ccccc1CNc1cc(Cl)cc(Cl)c1	3.9%	15.6%	-2.8%	1.3%	26.9%[38.3 µM]	2.1%	2.9%[46.1 µM]	5.1%
COc1cccc(-n2nc3c(=S)[nH]nc(C)c3c2C)c1	0.0%	-4.9%	-20.1%	-3.1%	?	?	1.5%[46.1 µM]	11.6%
CS(=O)(=O)N1CCN(c2ccc([N+](=O)[O-])c(NCc3cccnc3)c2)CC1	1.5%	-7.6%	i	2.9%	0.3%	11.1%	-12.4%	2.4%
CN1CC2(C)CN(C(c3ccccc3)c3ccccc3)CC(C)(C1)C2O (stereo not given)	0.7%	4.1%	-8.1%	-2.6%	7.9%[38.3 µM]	2.9%	3.1%[46.1 µM]	6.3%
OC12CCCCC1C(c1ccc3c(c1)OCO3)N(Cc1ccc(F)cc1)CC2 (stereo not given)	0.7%	13.8%	-20.0%	-1.2%	0.6%[38.3 µM]	0.2%	?	-7.4%
CCOc1ccc(CN(C)CC(=O)Nc2cc(C)c(C)cc2[N+](=O)[O-])cc1	-2.4%	1.1%	-20.2%	-0.7%	15.8%	-6.2%	-37.3%	-9.5%
CCOC(=O)c1c(-c2ccncc2)csc1N	-1.1%	-14.4%	-7.8%	0.6%	16.6%[38.3 µM]	18.4%	-17.9%[46.1 µM]	-10.9%
Cc1cccc(C2Nc3ccccc3C(=O)N2c2ccc(F)cc2)n1 (stereo not given)	1.4%	-3.1%	0.2%	1.4%	5.6%	-10.6%	-17.2%[46.1 µM]	-3.4%

Following part:
molecule	Epigenetic reg	RGS12 GoLoco inh	RECQ1 inh	KinaseGlo FLuc	IMPase Li inh	SMN2 splice up	NPSR antag	KDM4E inh
CCc1ccc(OCCOCC(O)CN(CCO)CCO)cc1 (stereo not given)	-3.0%	-0.6%	2.6%	-0.9%	-4.2%	-11.8%	14.2%	5.4%
O=C(CSc1nnc(-c2ccc(O)cc2)o1)N1CCOCC1	2.9%	-5.6%	-5.1%	-1.8%	-1.6%[38.3 µM]	5.4%	-8.5%[46.1 µM]	-2.3%
COc1ccccc1C(=O)NNC1CC(=O)N(c2ccc3c(c2)OCCO3)C1=O (stereo not given)	0.0%	4.1%	-3.2%	1.1%	-3.5%	6.6%	-0.9%[46.1 µM]	8.3%
COc1ccccc1S(=O)(=O)Cc1ccc(C(=O)NCc2ccc3c(c2)OCO3)o1	-1.0%	5.5%	-1.4%	4.0%	2.3%[38.3 µM]	-17.6%	-6.1%[46.1 µM]	-11.7%
COC(=O)c1nnn(CC(=O)Nc2cccc(OC)c2)c1C(=O)OC	-2.6%	6.5%	i	-5.3%	-10.2%[38.3 µM]	-2.8%	1.1%[46.1 µM]	5.7%

Only part of the results is shown. The share of hits here may be higher or lower than overall.
